Assay outcomes deposited in PubChem BioAssay by several laboratories.
HT1080 cytotoxicity = cytotoxicity in HT1080 fibrosarcoma cells, cell-based, fluorescence readout (AID 620); 87,000 tested, 0.42% active; HT1080 viability, fluorescence; higher % means a stronger effect; cytotoxicity, % at 10 µM, or EC50 in µM where a hit was titrated;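 further: cells exposed to compound overnight then 4 h with Alamar Blue; 0% = vehicle DMSO and 100% = killing control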
Spn MK inh = S. pneumoniae MK inhibitors, primary screen, biochemical, PK/LDH-coupled NADH absorbance; mevalonate kinase [Streptococcus pneumoniae D39]; purified MK, PK/LDH-coupled NADH absorbance 340 nm; inhibition, % at 10 µM; 65,000 tested, 0.48% active; AID 555, 2006;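 active means ranked among the strongest by inhibition in the single 10 µM screen, a fixed top-ranked set picked for dose follow-up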; further: no value below 0 was filed
TNAP inhibition = human TNAP enzyme inhibitors, biochemical, luminescent (AID 518); Alkaline phosphatase, tissue-nonspecific isozyme (Homo sapiens); purified TNAP enzyme, luminescent substrate readout; higher % means a stronger effect; inhibition, % at 20 µM; hits with a dose series show IC50 in µM; 64,000 tested, 0.09% active; in the data active means a potency from the dose series; inactive means the rest, 99 in 100 with inhibition below about 22%;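 further: plate controls were vehicle for no effect and reference inhibitor for full effect; many of its hits are not listed in these tables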
LYP phosphatase = LYP phosphatase inhibitors, primary screen, biochemical, DiFMUP fluorescence, recombinant catalytic domain, 10 µM (AID 606); recombinant LYP catalytic domain, DiFMUP fluorescence; higher % means a stronger effect; 52,000 tested, under 10 active; one-dose inhibition, % at 10 µM; IC50 in µM for titrated hits;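 active means IC50 under 40 µM in the dose-response test; inactive means IC50 of 40 µM or more, or never dose-tested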
Spn PMK inh = S. pneumoniae PMK inhibitors, primary screen, biochemical, mevalonate pathway, pilot trial included; phosphomevalonate kinase (Streptococcus pneumoniae D39); purified PMK, PK/LDH-coupled NADH absorbance 340 nm; inhibition, % at 10 µM; 65,000 tested, 0.49% active;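 active means top-ranked compounds by inhibition in the single 10 µM screen, taking a fixed number of the strongest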;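 further: 0% = full reaction with DMSO carrier and 100% = background rate without enzyme reaction; no value below 0 was filed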
Bfl-1 displacement = Bfl-1 inhibitors, primary screen, biochemical, fluorescence polarization, FITC-Bid, mouse (AID 432) | Bcl-2-related protein A1 (Mus musculus) | FITC-Bid BH3 peptide fluorescence polarization displacement; higher % means a stronger effect | one-dose displacement, % at 20 µM; IC50 in µM for titrated hits | 64,000 tested, 0.02% active; in the data active means a potency from the dose series; inactive means the rest, 99 in 100 with displacement below about 15%; further: strong numbers were not always called active
Spn DPM-DC inh = S. pneumoniae DPM-DC inhibitors, primary screen, biochemical, PK/LDH-coupled NADH fluorescence; 65,000 tested, 0.49% active; AID 556, 2006; purified DPM-DC; calls only at 10 µM; diphosphomevalonate decarboxylase (Streptococcus pneumoniae D39);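 active means the 320 compounds with the highest percent inhibition in the single-dose primary screen, excluding strongly autofluorescent ones, cut at about 32% in these data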;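 further: kinetic rate of NADH fluorescence loss reporting ADP formed by the decarboxylase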
HPDE-C7K KRASV12 = cytotoxicity in KRAS-transformed pancreatic duct cells, primary screen, cell-based, fluorescence, HTS (AID 431); HPDE-C7K KRASV12 cells, Alamar Blue viability, 48 h; higher % means a stronger effect; one-dose cytotoxicity, % at 10 µM; EC50 in µM for titrated hits; 63,000 tested, 1.7% active;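 active means compounds whose percent cytotoxicity in the single-dose primary screen, scaled between solvent and toxic-drug controls, exceeds 50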;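 further: 0% = DMSO solvent wells and 100% = doxorubicin-treated wells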
HPDE-C7 viability = cytotoxicity in HPDE-C7 cells, cell-based, fluorescence, HTS (AID 430) | HPDE-C7 pancreatic duct cells viability, fluorescence; higher % means a stronger effect | cytotoxicity, % at 10 µM, or EC50 in µM where a hit was titrated | 63,000 tested, 1.8% active;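 further: cells exposed to compound for 48 hours before viability readout; 0% = vehicle and 100% = reference cytotoxic drug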
Spn PMK inh pilot replicates = recorded beside Spn PMK inh, whose call it bears; inhibition, %; measured here: pilot screen replicates
Spn MK inh pilot replicates = also measured in Spn MK inh; calls as there; inhibition, %; measured here: pilot screen replicates
Spn DPM-DC inh pilot screen % = also measured in Spn DPM-DC inh; calls as there; inhibition, %; measured here: pilot screen trials
Starred values were filed as active, the others as inactive; i = inactive; / = no result given; + = active, no number. Unless noted, no stated cut-off is given here; in the data, active means cytotoxicity above about 50%; inactive means the rest. An unsorted share of the library; about 3.5% have a hit in one of these screens.

SMILES	HT1080 cytotoxicity	Spn MK inh	TNAP inhibition	LYP phosphatase	Spn PMK inh	Bfl-1 displacement	Spn DPM-DC inh	HPDE-C7K KRASV12	HPDE-C7 viability	others
COc1cc(NC(=O)CCc2ccccc2)c(C(=O)O)cc1OC	6.1%	8.0	-13.3%	15.2%	0.0	2.2%	i	-26.1%	-9.1%
CCOC(=O)c1c(NC(=O)CNCC(O)CO)sc(C)c1C (stereo not given)	/	5.0	2.1%	1.1%	10.0	4.8%	i	-9.2%	-10.9%
COc1ccc(OC)c(NC(=O)CN(c2ccc(C)cc2)S(=O)(=O)c2c(C)noc2C)c1	2.3%	0.0	-1.3%	/	4.0	-4.3%	i	1.7%	4.3%
O=C(O)CN1CCOCCOCCN(CC(=O)O)CCOCCOCC1	16.9%	4.0	7.4%	/	12.0	-1.4%	i	3.1%	17.8%
COCCn1c(Cc2ccccc2)nnc1SCC(=O)NC(C)(C)C	2.7%	3.0	4.8%	/	0.0	0.9%	i	-25.0%	-5.3%
COc1ccccc1NC(=O)C1=C(C)Nc2ncnn2C1c1ccccc1C (stereo not given)	-19.3%	7.0	-2.2%	/	9.0	-9.5%	i	5.3%	7.9%
Cc1cc(NC(=O)COc2cccc(C)c2C)no1	-5.0%	4.0	18.2%	11.1%	17.0	3.6%	i	6.9%	-5.9%	Spn PMK inh pilot replicates=3.5;Spn MK inh pilot replicates=4.5;Spn DPM-DC inh pilot screen %=1.0
CCOC(=O)c1ccccc1NC(=O)Cn1cnc2c(cnn2-c2ccccc2)c1=O	0.2%	8.0	-4.4%	2.9%	7.0	10.0%	i	4.4%	-5.0%
COc1cc(Cn2ccnc2)c(OC)cc1Cn1ccnc1	3.9%	1.0	6.6%	-6.6%	5.0	-2.5%	i	4.3%	15.2%
CCOC(=O)CSc1nnc(CNc2ccc(F)cc2)o1	-19.3%	9.0	5.5%	6.3%	17.0	2.5%	i	6.4%	0.5%
CCCC(CCC(=O)OC)(C(=O)OCC)c1csc(N)n1 (stereo not given)	-9.6%	11.0	8.8%	/	5.0	-13.0%	i	3.9%	-12.2%
Cc1ccc(-n2c(SCC(=O)Nc3cc(C)on3)nc3c(c2=O)SC(C)C3)cc1 (stereo not given)	16.1%	2.0	8.5%	10.7%	15.0	-3.2%	i	-3.0%	3.2%
Cc1ccc(NC(=O)N(CCCN2CCOCC2)Cc2cc3cc4c(cc3[nH]c2=O)OCO4)cc1	-5.1%	15.0	8.1%	/	15.0	-7.1%	+	2.6%	0.1%
COc1ccccc1NC(=O)CSc1nnc(Cc2ccccc2)o1	-1.0%	5.0	6.3%	-6.2%	0.0	-0.5%	i	-3.6%	-9.9%
CCOC(=O)C1=C(C)NC2=C(C(=O)CCC2)C1c1cccnc1 (stereo not given)	3.7%	11.0	7.4%	0.7%	8.0	7.2%	/	-1.1%	-8.3%
O=C(c1ccc(S(=O)(=O)N2CCOCC2)cc1)N1CCN(c2ccc(F)cc2)CC1	10.3%	3.0	9.7%	-2.1%	17.0	-10.4%	i	-2.8%	0.4%
Cc1nc2ccc(S(=O)(=O)NC(C(=O)N3CCn4c3nc3ccccc34)C(C)C)cc2s1 (stereo not given)	-5.1%	9.0	2.5%	5.4%	22.0	0.9%	i	-13.9%	-15.2%
Cc1cccc(CSC2=NCCN2C(=O)c2ccco2)c1	-2.2%	19.0	13.4%	-0.4%	7.0	5.3%	i	5.4%	-5.8%
Cc1cc(NC(=O)c2ccc(S(=O)(=O)N3CCCC3)cc2)nc2c1c(=O)oc1ccccc12	/	0.0	8.4%	14.7%	0.0	-7.7%	i	0.2%	-7.1%
CCN(CC)CCNCc1ccc(-c2ccc(Cl)cc2)o1	-0.1%	9.0	6.9%	0.3%	13.0	-12.8%	i	12.5%	-4.1%

The last 4 compounds of the section above come first, to join the parts.
SMILES	HT1080 cytotoxicity	Spn MK inh	TNAP inhibition	LYP phosphatase	Spn PMK inh	Bfl-1 displacement	Spn DPM-DC inh	HPDE-C7K KRASV12	HPDE-C7 viability	others
Cc1nc2ccc(S(=O)(=O)NC(C(=O)N3CCn4c3nc3ccccc34)C(C)C)cc2s1 (stereo not given)	-5.1%	9.0	2.5%	5.4%	22.0	0.9%	i	-13.9%	-15.2%
Cc1cccc(CSC2=NCCN2C(=O)c2ccco2)c1	-2.2%	19.0	13.4%	-0.4%	7.0	5.3%	i	5.4%	-5.8%
Cc1cc(NC(=O)c2ccc(S(=O)(=O)N3CCCC3)cc2)nc2c1c(=O)oc1ccccc12	/	0.0	8.4%	14.7%	0.0	-7.7%	i	0.2%	-7.1%
CCN(CC)CCNCc1ccc(-c2ccc(Cl)cc2)o1	-0.1%	9.0	6.9%	0.3%	13.0	-12.8%	i	12.5%	-4.1%
CC1=C(C(=O)OC2CCCCC2)C(c2ccc(C)o2)C2=C(CCCC2=O)N1 (stereo not given)	-1.5%	6.0	12.1%	5.0%	0.0	3.8%	i	-9.8%	-7.0%
O=C(CSc1nnnn1C1CCCCC1)NCc1ccco1	-6.7%	0.0	7.0%	/	5.0	-5.0%	i	-17.5%	-34.4%
Cc1ccc(C(=O)NCc2occc2C(=O)O)o1	-11.6%	0.0	3.1%	-5.5%	4.0	5.7%	i	-11.9%	-7.0%
CCOC(=O)Cc1csc(NC(=O)CSc2nnc(-c3ccc(C)cc3)o2)n1	3.2%	9.0	9.0%	-3.9%	0.0	-4.6%	i	-11.9%	-18.9%
COC(=O)c1ccc2c(=O)n(Cc3ccco3)c(SCC(=O)Nc3ccc(C)c(Cl)c3)nc2c1	4.2%	4.0	2.7%	12.2%	10.0	-6.7%	i	5.3%	-18.8%	Spn PMK inh pilot replicates=2.5;Spn MK inh pilot replicates=0.0;Spn DPM-DC inh pilot screen %=14.0
Cc1nc2ccccc2c(=O)n1NC(=O)c1c(O)c2c(n(CC(C)C)c1=O)CCCC2	-1.8%	10.0	11.3%	14.3%	13.0	13.9%	i	13.2%	19.4%	Spn PMK inh pilot replicates=2.5;Spn MK inh pilot replicates=0.5;Spn DPM-DC inh pilot screen %=0.0
Cc1cccc(N(CC(=O)NC2CCCCC2)C(=O)CCC(=O)Nc2ccccn2)c1	21.4%	6.0	0.6%	-1.3%	12.0	-6.4%	i	-7.8%	-14.2%
COc1ccccc1OCCCn1cc(C#N)c2ccccc21	76.4%*	6.0	12.3%	0.3%	6.0	4.2%	i	6.7%	-8.5%
COC(=O)c1c(N)n(-c2ccc(N3CCOCC3)cc2)c2nc3ccccc3nc12	-6.0%	0.0	-2.6%	4.3%	7.0	2.7%	i	9.6%	10.7%
CCOC(=O)c1cnc2ccc(Cl)cc2c1N1CCN(C)CC1	-3.0%	6.0	2.4%	2.0%	8.0	-10.2%	i	2.3%	3.1%
CCCCOc1ccc(C(C)(O)CCN2CCOCC2)cc1 (stereo not given)	0.9%	11.0	6.5%	6.1%	9.0	-11.0%	i	1.7%	-19.3%
O=C1CC(=O)N(Cc2cccs2)C(=O)N1	0.4%	10.0	6.9%	4.3%	15.0	-0.3%	i	3.2%	-15.3%	Spn PMK inh pilot replicates=2.0;Spn MK inh pilot replicates=7.0;Spn DPM-DC inh pilot screen %=5.5
COc1cc(C(=O)NC2CC3CCCC(C2)N3C2CC2)cc(OC)c1OC (stereo not given)	-1.0%	11.0	8.9%	6.8%	10.0	0.7%	i	6.5%	-3.5%
O=C(c1cc(-c2ccco2)on1)N1CCN(c2ccccc2)CC1	6.9%	13.0	-2.9%	3.2%	4.0	-0.1%	i	6.1%	13.6%
COc1ccccc1-c1nn2c(-c3ccccc3Cl)nnc2s1	-4.0%	11.0	7.8%	15.5%	15.0	1.8%	i	-7.7%	-14.1%
Cc1sc(NC(=O)c2cccs2)c(C(N)=O)c1C	0.1%	5.0	14.1%	1.6%	15.0	2.9%	i	-3.0%	16.1%
COc1ccc(Br)cc1C(=O)Nc1ccc(N2CCN(S(C)(=O)=O)CC2)cc1	9.2%	3.0	6.9%	5.5%	0.0	2.6%	i	-21.3%	-24.5%
Cc1nc2c3ccccc3n(CC#N)c(=O)n2n1	-4.7%	2.0	9.4%	6.4%	6.0	8.3%	i	-0.2%	-1.8%
C/C(NC(=O)c1cccs1)=C1\C(=O)C[C@@H]2[C@H]1C2(C)C	14.1%	4.0	13.3%	1.5%	1.0	0.1%	i	-6.0%	2.4%
COc1ccc(CNC(=O)C2CCN(S(=O)(=O)c3cc(OC)ccc3OC)CC2)cc1	0.8%	5.0	6.3%	/	11.0	-7.8%	i	-7.4%	-7.1%
COc1ccc(C(O)P(=O)(OC2CCCCC2)c2ccc(N(C)C)cc2)cc1OC (stereo not given)	22.4%	8.0	8.1%	9.1%	13.0	-1.0%	i	6.8%	0.4%
Cc1nc(CCNC(=O)c2cccs2)cs1	-13.4%	7.0	/	30.2%	8.0	/	i	/	/
COC(=O)CN1C(=O)N(c2ccccc2)C(N(O)C(=O)Nc2ccccc2)C1(C)C (stereo not given)	13.0%	8.0	13.5%	7.3%	12.0	3.1%	i	/	/
Cn1ccnc1Sc1nc(Nc2cccc(Cl)c2)nc(N2CCOCC2)n1	-5.9%	12.0	3.0%	/	9.0	0.2%	i	15.5%	13.9%
O=C(Nc1nccs1)C1CCCN1S(=O)(=O)c1ccc(F)cc1 (stereo not given)	6.4%	4.0	1.8%	11.7%	2.0	-4.0%	i	-3.0%	-11.6%
c1ccc2c3nnc4n(c-3nc2c1)CCCS4	6.1%	7.0	26.0%	-3.6%	8.0	-2.1%	i	17.6%	2.4%	Spn PMK inh pilot replicates=7.5;Spn MK inh pilot replicates=14.5;Spn DPM-DC inh pilot screen %=1.0
O=C(CCC(=O)c1cccs1)OCC(=O)c1ccc(Cl)s1	-9.2%	0.0	-0.8%	-10.8%	11.0	-2.0%	i	5.8%	3.7%
O=C(CC1SC(=Nc2ccccc2)N(CCCCO)C1=O)NCc1ccccc1 (stereo not given)	-9.3%	3.0	4.3%	7.0%	10.0	-6.3%	i	0.2%	-10.8%
Cc1nnc2n1N=CC=C(c1ccccc1)S2	-14.3%	8.0	2.1%	-3.3%	8.0	0.2%	i	62.0%*	57.5%*
CCCCCOC(=O)CSc1nc2c(c(=O)[nH]c(=O)n2C)n1Cc1ccc(Cl)cc1	-2.1%	6.0	11.1%	0.2%	6.0	0.9%	i	2.3%	11.8%
